N370S GC – inhibitors or activators of N370S glucocerebrosidase for Gaucher disease; N370S GC spleen homogenate, 4MU-glucoside fluorescence; AID 2101; 0.092% of 330,000 active; Potency, µM (highest dose often 59.4 µM), for the others: at the highest dose activity change, negative = inhibition, most hits filed as inhibitors; P04062;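 note: 0% = full enzyme activity and -100% = no enzyme basal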
DT40 TDP1 no CPT – qHTS for Inhibitors of human tyrosyl-DNA phosphodiesterase 1 (TDP1): qHTS in cells in absence of CPT | Potency, µM (doses to about 46.2 µM), for inactives: at the top dose activity change, negative = growth inhibition, hits mostly inhibitors | 15% of 420,000 active | DT40 Tdp1-/- hTDP1 cells, no CPT, ATP luminescence, 48 h; note: nearly all actives have a fitted effect of over 55% in size
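DT40 Tdp1-/-;hTDP1 cells, no CPT (DMSO vehicle only), 400 cells/well; compounds pin-transferred; ≥48 hr, 37 °C; CellTiter-Glo 30 min RT dark, luminescence read.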
TDP1 inh – blocks human tyrosyl-DNA phosphodiesterase 1; AID 485290; Potency, µM (titrated, usually from 130 µM), inactives show at the highest dose activity change, negative = inhibition, actives largely listed as inhibitors; recombinant TDP1, AlphaScreen DNA substrate cleavage; 0.28% of 350,000 active; note: nearly all actives have a fitted effect of over 40% in size
Target sequence (Q9NUW8 whole entry, looked up): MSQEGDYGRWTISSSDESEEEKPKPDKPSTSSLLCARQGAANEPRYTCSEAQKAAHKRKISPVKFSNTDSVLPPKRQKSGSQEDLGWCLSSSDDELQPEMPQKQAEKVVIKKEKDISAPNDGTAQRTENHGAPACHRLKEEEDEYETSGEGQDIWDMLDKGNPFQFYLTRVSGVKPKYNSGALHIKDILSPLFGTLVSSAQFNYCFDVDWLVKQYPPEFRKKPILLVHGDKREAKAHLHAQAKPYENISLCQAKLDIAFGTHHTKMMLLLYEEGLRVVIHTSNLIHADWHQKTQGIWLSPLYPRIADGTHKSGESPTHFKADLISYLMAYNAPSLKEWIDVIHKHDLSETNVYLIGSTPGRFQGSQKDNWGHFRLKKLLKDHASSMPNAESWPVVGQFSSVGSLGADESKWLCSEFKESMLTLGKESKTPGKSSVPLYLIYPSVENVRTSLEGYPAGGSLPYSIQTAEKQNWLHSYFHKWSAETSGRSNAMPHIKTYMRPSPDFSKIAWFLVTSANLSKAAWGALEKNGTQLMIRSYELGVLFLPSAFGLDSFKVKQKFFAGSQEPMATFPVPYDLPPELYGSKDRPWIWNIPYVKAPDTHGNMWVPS
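Steps: enzyme plus compound, 15 min RT; add biotin/phosphotyrosine-FITC oligonucleotide (15 nM final), react 5 min; add donor/acceptor beads (10 ug/ml final), 10 min; read AlphaScreen. Tdp1 at 1 nM final.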
* marks the source's active call; other numbers are inactive results; ? = inconclusive; . = no result given; [ ] = remark or other dose. Calls come from the whole dose curve; as a rule, active = well fitted curve in the direction sought with a large enough effect; inconclusive = small, poorly fitted or top-dose-only effect, or another doubt; inactive = no such curve, though single readings can be large; an effect the other way counts as inactive or inconclusive. Unless noted, % is set by controls: 0 for no effect and ±100 for the full control effect; potency is the fitted concentration of half-maximal effect. A portion of the library; count on the stated rates, not on these rows.

SMILES | N370S GC | DT40 TDP1 no CPT | TDP1 inh
CNC(=S)N(CCc1ccccc1)Cc1cc2cc(OC)c(OC)cc2[nH]c1=O | 22% | ? | 8%
CC(Oc1ccc(F)cc1)c1ccnc2nc(/N=C/N(C)C)nn12 (stereo not given) | -9% | -7% | 2%
CC(C)Cn1c(=O)c2ccccc2n2c(CCC(=O)O)nnc12 | -11% | 17% | .
COc1cc(NC(=O)c2cccs2)ccc1NC(=O)Cc1ccccc1 | 3% | -5% | 4%[56.1 µM]
COc1cccc(-c2csc(N3CCN(Cc4ccccc4)CC3)n2)c1 | -3% | -8% | 0%
Cc1cc(NS(=O)(=O)c2ccc(NC(=O)c3cc(-c4cccnc4)nc4ccc(Cl)cc34)cc2)no1 | -1% | 8% | 2%
Cc1c(C(=O)Nc2ccc(F)c(Cl)c2)sc2nc3n(c(=O)c12)CCC3 | . | ? | -14%
CCOc1ccc(NC(=O)CCNC(=O)C2CCN(S(=O)(=O)c3ccccc3)CC2)cc1 | -5% | -4% | 1%
COc1ccc(CCNC(=O)C(=O)NN=C2CCCCCCC2)cc1OC | -3% | -8% | 2%
COc1ccc(C2=C(C)C(=NCc3ccc(OC(C)C)cc3)NS2(=O)=O)cc1 | . | ? | 3%
Cn1c(=O)[nH]c(=O)c2c1nc(OC(=O)c1ccccc1)n2CC(O)COc1ccc(F)cc1 (stereo not given) | -27% | 4% | 5%
O=C(COC(=O)[C@@H]1CC(O)CN1S(=O)(=O)c1ccc(Cl)cc1)NC(=O)NCc1ccccc1 (stereo not given in full) | -16% | 5% | -1%
O=C(c1ccco1)N(CCO)Cc1cc2cc3c(cc2[nH]c1=O)OCO3 | 5% | -19% | 5%
COc1cc(/C=C2/C(=O)ON=C2C)ccc1OCc1ccccc1F | 4% | ? | 0%
O=C(N/N=C/c1cc2c(cc1Cl)OCO2)c1ccc2c(c1)OCCO2 | 0% | ? | 4%
COCc1cc(Sc2c(Cl)cccc2Cl)nc(-c2ccccc2)n1 | 10% | ? | -9%
COc1ccc2[nH]cc(CCCN3C(=O)c4ccccc4C3=O)c2c1 | 4% | 18% | 6%
Cc1ccc(S(=O)(=O)C(CNC(=O)C(C)C)c2cccs2)cc1 (stereo not given) | -6% | 13% | 0%
Cc1sc(N)c(C(=O)c2ccccc2Cl)c1C | 0% | ? | 5%
COc1ccc(C(=O)NC2CC2)cc1OC1CCN(Cc2ccc(NC(C)=O)cc2)CC1 | 0% | 19% | .
Cc1ccccc1NC(=S)NC(C)C(c1ccccc1)N1CCN(C)CC1 (stereo not given) | -5% | 7% | 2%
CCOC(=O)CSc1nc2sc3c(c2c(=O)n1-c1ccc(C)cc1)CCN(C)C3 | -3% | -15% | .
Cc1cccc(C)c1NC1=NC(=S)N(c2ccccc2)C12CCOC(C)(C)C2 (stereo not given) | 3% | ? | 7%
C=CCn1c(CNC(=O)c2cccs2)n[nH]c1=S | ? | 1% | 0%
Cc1cccc2c1N(CCCOc1ccc(C(C)(C)C)cc1)C(=O)C2=O | 14% | 18µM* | 12%

New compounds follow:
SMILES | N370S GC | DT40 TDP1 no CPT | TDP1 inh
O=P(COCCOCCOCCOCP(=O)(c1ccccc1)c1ccccc1)(c1ccccc1)c1ccccc1 | 2% | ? | 2%
COc1cccc(Cn2cc(-c3cccc(C(F)(F)F)c3)nn2)c1 | ? | ? | .
C=CCNC(=O)COC(=O)c1oc2ccccc2c1CSC1CCCCC1 | 6% | ? | 3%
COC(=O)CCc1c(C)c(C(=O)c2ccc(F)cc2)c2ccccn12 | 17% | -6% | 8%
COC(=O)c1ccc(NC(=O)N2CCC(O)(c3cccnc3)CC2)cc1 | 8% | -10% | 2%
Cc1cc(NC(=O)CCC(=O)N(CC(=O)NCC2CCCO2)c2ccccc2)no1 (stereo not given) | -3% | 9% | 4%
O=C(/C=C/c1cn(CC(O)CN2CCCCCC2)c2ccccc12)c1ccc(Br)cc1 (stereo not given) | . | 13µM* | 8%
COc1ccc(S(=O)(=O)NC(N)=NCCc2ccc(OC)c(OC)c2)cc1C | -4% | -26% | 1%
Cc1ccc(NCc2nnc(SCC(=O)c3ccccc3)n2Cc2ccco2)c(C)c1 | -14% | 16µM* | 5%
CN(Cc1ccco1)S(=O)(=O)c1ccc2c(c1)CCN2C(=O)CCC(=O)O | 1% | -1% | -3%
CCN1C(=O)[C@@H]2[C@@H](c3ccc(-c4ccc(F)cc4)c(OC)c3)N3CCC[C@@]3(C(=O)OC)[C@@H]2C1=O | . | ? | 4%
CCOC(=O)CN1CC23C=CC(O2)C(C(=O)N2CCN(c4ccc(F)cc4)CC2)C3C1=O (stereo not given) | 2% | 3% | -3%
O=C(Cn1cc2c(n1)CCCCC2)N1CCc2ccccc2C1 | 3% | -11% | 8%
Cc1cc(C)c(NC(=O)C2CCCN2C(=O)NC2CCCCC2)c(C)c1 (stereo not given) | 0% | -25% | 5%[56.1 µM]
CCOc1c2ccc(C(=O)NC3CCCc4ccccc43)cc2nn1C (stereo not given) | 10% | ? | 1%
Cc1cc(C)cc(N2C(=O)N(Cc3cc(=O)n4ccccc4n3)c3ccccc3S2(=O)=O)c1 | . | ? | -4%
Cc1nc2ccc(NS(=O)(=O)c3c(C)c(C)cc(C)c3C)cc2s1 | 16% | 21µM* | 5%
Cc1ccc(NC(=O)Nc2cccc(C(F)(F)F)c2)nc1 | 19% | 4% | 5%
COc1cccc(OC)c1C(=O)N1CCN(c2ccccn2)CC1 | 1% | 1% | 1%
COc1ccccc1NC(=O)CSc1nc(O)c(Cc2ccccc2)c(=O)[nH]1 | 5% | 4% | 2%
Cc1cc(NC(=O)CSCC(=O)Nc2cc(Cl)ccc2N2CCN(C)CC2)no1 | . | -35% | 1%
CCCc1cc(=O)[nH]c(SCC(=O)N(C)C2CCCCC2)n1 | . | 0% | 4%
N#CC1(C#N)COC23CCCCC2C1(C#N)C(=N)O3 (stereo not given) | 22% | 5.8µM* | -6%
CC(C#N)Sc1ncnc2sc(-c3ccccc3)cc12 (stereo not given) | ? | -25% | 2%
CCC/C(=N\NC(=O)c1ccco1)c1ccc(Cl)s1 | 1% | -13% | 4%

Some of the entries so far, with tabs.
Compound	N370S GC	DT40 TDP1 no CPT	TDP1 inh
O=P(COCCOCCOCCOCP(=O)(c1ccccc1)c1ccccc1)(c1ccccc1)c1ccccc1	2%	?	2%
COc1cccc(Cn2cc(-c3cccc(C(F)(F)F)c3)nn2)c1	?	?	.
C=CCNC(=O)COC(=O)c1oc2ccccc2c1CSC1CCCCC1	6%	?	3%
COC(=O)CCc1c(C)c(C(=O)c2ccc(F)cc2)c2ccccn12	17%	-6%	8%
COC(=O)c1ccc(NC(=O)N2CCC(O)(c3cccnc3)CC2)cc1	8%	-10%	2%
Cc1cc(NC(=O)CCC(=O)N(CC(=O)NCC2CCCO2)c2ccccc2)no1 (stereo not given)	-3%	9%	4%
O=C(/C=C/c1cn(CC(O)CN2CCCCCC2)c2ccccc12)c1ccc(Br)cc1 (stereo not given)	.	13µM*	8%
COc1ccc(S(=O)(=O)NC(N)=NCCc2ccc(OC)c(OC)c2)cc1C	-4%	-26%	1%
Cc1ccc(NCc2nnc(SCC(=O)c3ccccc3)n2Cc2ccco2)c(C)c1	-14%	16µM*	5%
CN(Cc1ccco1)S(=O)(=O)c1ccc2c(c1)CCN2C(=O)CCC(=O)O	1%	-1%	-3%
CCN1C(=O)[C@@H]2[C@@H](c3ccc(-c4ccc(F)cc4)c(OC)c3)N3CCC[C@@]3(C(=O)OC)[C@@H]2C1=O	.	?	4%
CCOC(=O)CN1CC23C=CC(O2)C(C(=O)N2CCN(c4ccc(F)cc4)CC2)C3C1=O (stereo not given)	2%	3%	-3%
O=C(Cn1cc2c(n1)CCCCC2)N1CCc2ccccc2C1	3%	-11%	8%
Cc1cc(C)c(NC(=O)C2CCCN2C(=O)NC2CCCCC2)c(C)c1 (stereo not given)	0%	-25%	5%[56.1 µM]
CCOc1c2ccc(C(=O)NC3CCCc4ccccc43)cc2nn1C (stereo not given)	10%	?	1%
Cc1cc(C)cc(N2C(=O)N(Cc3cc(=O)n4ccccc4n3)c3ccccc3S2(=O)=O)c1	.	?	-4%

(next part)
SMILES | N370S GC | DT40 TDP1 no CPT | TDP1 inh
CC1CCCCN1C(=O)Cn1c(=O)n(CCC(=O)NCc2ccco2)c(=O)c2sccc21 (stereo not given) | 7% | -7% | 6%
O=C(c1cccc(S(=O)(=O)NCc2ccccc2)c1)N1CCCC1 | 1% | 11% | 0%
CCOC(=O)c1c(C)oc2ccc(NS(=O)(=O)c3ccc4c5c(cccc35)C(=O)N4)cc12 | -22% | ? | 5%
CS(=O)(=O)Nc1ccc(C2=NN(C(=O)c3ccco3)C(c3ccccc3)C2)cc1 (stereo not given) | -7% | ? | -3%
Cc1cc(OCCOc2cccc3cccnc23)c(C)cc1Cl | -12% | ? | 7%
O=C(c1cccc(Oc2ccc([N+](=O)[O-])cc2Cl)c1)N1CCOCC1 | ? | -27% | 3%
COc1ccc(NC(=O)c2ccc(NC(=O)c3nc4nccc(C)n4n3)cc2)cc1 | . | -6% | -1%
Cc1noc(C)c1COc1ccc(C(=O)OCC(N)=O)cc1 | 2% | -8% | -3%
CC(C)c1ccc2nc(NC(=O)C3CC3)sc2c1 | -1% | ? | .
COc1ccc(-c2noc(CCC(=O)O)n2)cc1 | 10% | -6% | 3%
CCOC(=O)c1ccc(NC(=O)Oc2cc(C)c(Cl)cc2C(C)C)cc1 | -5% | ? | .
COc1ccc(CN([C@H](CO)CC(C)C)S(=O)(=O)N(Cc2ccccc2)[C@H](CO)CC(C)C)cc1 | . | 23µM* | -1%
O=C(CN(C1CC1)S(=O)(=O)c1ccc(S(=O)(=O)N2CCCCCC2)cc1)Nc1ccccc1 | 5% | -25% | 0%
CCCCNc1c(-c2cccc(SC(C)CC)c2)nc2ccc(Cl)cn12 (stereo not given) | . | 15µM* | -10%
Cc1ccccc1C(=O)NC(=S)Nc1ccc(N2CCN(C(=O)c3ccccc3)CC2)cc1 | -1% | 10µM* | 2%
Cc1cc(NC(=O)COC(=O)CCS(=O)(=O)c2ccc(C)c(C)c2)no1 | 0% | -20% | 3%
CCOC(=O)c1nc2ccccc2nc1C | 4% | 8% | 3%
Cc1cccc(Nc2nc3ccccc3n3nnnc23)c1 | 17% | ? | -3%
Cc1c(O)ccc2c(=O)c(-c3nncn3-c3ccccc3)coc12 | -6% | 8% | 4%
Nc1c(C(=O)Nc2ccc(Br)cc2)sc2nc(-c3ccncc3)ccc12 | . | ? | 22µM*
COc1cccc2cc(C(=O)c3ccccc3)oc12 | 13% | 22% | 3%
O=C(CCCc1c[nH]c2ccccc12)N[C@@H](Cc1c[nH]c2ccccc12)C(=O)O | 1% | -9% | .
CCCCNC(=O)Cn1c(SCc2cccc(Cl)c2)nc2ccncc21 | . | ? | 0%
CC(C)CCn1c(SCC#N)nc2c(sc3ccccc32)c1=O | 7% | -17% | 1%
CCn1c(SCC(=O)c2ccc(O)c(O)c2)nnc1-c1ccccc1OC | -1% | ? | 2%

Additional structures.
SMILES | N370S GC | DT40 TDP1 no CPT | TDP1 inh
CCS(=O)(=O)N1CCC(C(=O)N2CCN(c3ccccc3)CC2)CC1 | -3% | -3% | 7%
Cc1cc(S(=O)(=O)N2CCOCC2)ccc1OCC(=O)N1CCOCC1 | 2% | -12% | 9%
CCCCN(C)CCNC(=O)Cn1ncc2c([nH]c3ccccc32)c1=O | . | 0% | 0%
Cc1nccc2[nH]c(=O)c(C(=O)NCCCN(C)C3CCCCC3)cc12 | 5% | . | -1%
Cc1ccc(C(CCN)c2ccco2)cc1 (stereo not given) | -2% | ? | 7%
C/C(=N\NC(=O)Cc1ccc(Br)cc1)c1cccnc1 | 1% | 6% | 5%
COc1ccc(CCNC(=O)C(=O)NCC2OCCN2S(=O)(=O)c2cc(F)ccc2F)cc1OC (stereo not given) | -1% | -29% | .
O=S(=O)(NCCc1ccccn1)c1ccc(-c2ccccn2)s1 | -6% | ? | -8%
O=C(Nc1nccs1)C1CCCN1S(=O)(=O)c1ccc(Cl)cc1 (stereo not given) | 19% | -8% | 0%
O=S(=O)(c1cccc(COc2ccc(Cl)cc2Cl)c1)N1CCOCC1 | -7% | ? | -5%
Cc1cnc(C(=O)OCC(=O)NCCCc2ccccc2)cn1 | -2% | -5% | 5%
O=C1CCC(C(=O)OCC(=O)Nc2cc(Cl)ccc2F)=NN1 | . | -4% | -2%
CCOc1cc(-c2noc(CCCC(=O)NC3CCCCC3)n2)ccc1OC | -1% | ? | 1%

Screens deposited in PubChem BioAssay by National Center for Advancing Translational Sciences (NCATS).
